# MEP2 TOR yeast – yeast TOR pathway MEP2-GFP modulation | S. cerevisiae MEP2-GFP strain, flow cytometry GFP, 3 h; 100% = DMSO control level | GFP response vs DMSO, % at 10 µM | 0.51% of 330,000 active | AID 2016;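 active means GFP response versus DMSO above a set limit, roughly screen mean plus 3 SD, cut at about 180% in these data; inconclusive means fewer than 70 cells counted for a yeast strain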;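 further: median GFP fluorescence of the barcode-gated MEP2-GFP cells per well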
# AGP1-GFP MLPCN – yeast TOR pathway AGP1-GFP modulation | GFP response vs DMSO, % at 10 µM | AID 2066 | 0.02% of 320,000 active | S. cerevisiae AGP1-GFP multiplex flow cytometry, 3 h; GFP as percent of DMSO wells;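 active means GFP response relative to DMSO above a set limit, near screen average plus 3 SD, cut at about 150% in these data; inconclusive means fewer than 70 cells counted for the yeast strain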;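 further: median GFP channel fluorescence of the gated AGP1 strain per well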
# AHR act – human AHR activation; P35869; AHR-responsive luciferase reporter cells, luminescence; activation, % at 5 µM; 2.5% of 320,000 active; AID 2796; in the data active means activation above about 47%;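 further: 0% = vehicle wells and 100% = reference agonist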
# Target sequence (P35869 whole entry, looked up): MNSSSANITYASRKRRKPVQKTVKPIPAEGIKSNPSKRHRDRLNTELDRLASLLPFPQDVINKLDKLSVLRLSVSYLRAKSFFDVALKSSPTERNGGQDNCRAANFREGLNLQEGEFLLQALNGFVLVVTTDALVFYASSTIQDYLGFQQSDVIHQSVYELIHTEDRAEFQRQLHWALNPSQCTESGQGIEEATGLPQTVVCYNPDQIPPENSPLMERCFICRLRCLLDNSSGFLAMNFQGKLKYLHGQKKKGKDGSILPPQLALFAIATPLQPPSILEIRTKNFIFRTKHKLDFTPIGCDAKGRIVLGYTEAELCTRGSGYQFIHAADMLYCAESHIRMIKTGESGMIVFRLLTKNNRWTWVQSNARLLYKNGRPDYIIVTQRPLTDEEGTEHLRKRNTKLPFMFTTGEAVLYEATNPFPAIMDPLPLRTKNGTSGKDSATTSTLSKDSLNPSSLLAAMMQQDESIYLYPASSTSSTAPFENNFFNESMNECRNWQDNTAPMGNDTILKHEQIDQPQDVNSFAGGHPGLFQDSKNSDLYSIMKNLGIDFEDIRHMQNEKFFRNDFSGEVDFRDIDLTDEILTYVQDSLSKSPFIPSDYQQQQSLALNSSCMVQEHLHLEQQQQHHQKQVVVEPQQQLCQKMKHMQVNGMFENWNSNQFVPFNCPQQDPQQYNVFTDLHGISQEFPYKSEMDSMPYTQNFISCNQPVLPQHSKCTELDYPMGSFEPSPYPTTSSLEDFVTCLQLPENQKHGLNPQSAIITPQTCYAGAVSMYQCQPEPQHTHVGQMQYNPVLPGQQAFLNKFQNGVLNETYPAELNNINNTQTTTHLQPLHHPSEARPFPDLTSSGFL
# CIT2 TOR yeast – modulators of TOR pathway CIT2-GFP in S. cerevisiae; S. cerevisiae CIT2-GFP strain, flow cytometry, 3 h; 100 means same as DMSO wells; GFP response vs DMSO, % at 10 µM; 0.065% of 320,000 active;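 active means GFP response relative to DMSO above a set limit, near the screen mean plus 3 SD, cut at about 150% in these data; inconclusive means Fewer than 70 cells measured for a yeast strain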;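 further: ratio of well median GFP fluorescence to mean of DMSO wells on the plate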
# RPL19A-GFP yeast – alters RPL19A-GFP fluorescence in TOR pathway yeast screen. S. cerevisiae RPL19A-GFP strain, flow cytometry, 3 h; hits give low values. percent response vs DMSO, % at 10 µM. 0.3% of 330,000 active;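 active means percent response vs DMSO below 50%; inconclusive means fewer than 70 events counted for the yeast strain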;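 further: median channel GFP fluorescence of the barcoded RPL19A-GFP strain; ratio of sample median GFP to plate DMSO average so 100% = DMSO; lower means less RPL19A-GFP as with rapamycin TOR inhibition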
# CR mimetic SO – lowers age-related superoxide in aged yeast cells; AID 2690; 0.18% of 330,000 active; superoxide response (% of plate mean), % at 10 µM; S. cerevisiae aged cells, superoxide DHE fluorescence; hits give low values;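 active means superoxide response under a set limit, about three screen SD below normal, cut at about 65% in these data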;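 further: yeast aged for seven days with compound at 30 °C before DHE staining; 100% = average MFI of all compound-treated wells on the plate with controls excluded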
# Efflux pump inh – blocks antifungal efflux pumps in multiplex yeast assay; S. cerevisiae Candida pump triplex, Nile Red efflux; inhibition, % at 10 µM; 0.44% of 330,000 active; AID 485275;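 active means plate passing quality check with inhibition over a set limit, or well fluorescence over plate mean plus 4 SD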;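 further: Nile Red retained in pooled yeast measured as flow cytometry median fluorescence; 0% = buffer negative control and 100% = Enniatin B positive control; higher means more Nile Red kept so more efflux inhibition; some compounds called inactive have numbers as strong as hits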
# LAP4 TOR yeast – alters LAP4-GFP fluorescence in TOR pathway yeast screen; 0.34% of 320,000 active; AID 2023; S. cerevisiae LAP4-GFP multiplex, flow cytometry GFP, 3 h; median GFP as percent of DMSO wells; GFP response vs DMSO, % at 10 µM;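 active means GFP response vs DMSO above a set limit, about the screen mean plus 3 SD, cut at about 150% in these data; inconclusive means under 70 cell events counted for the yeast strain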
# * marks the source's active call; other numbers are inactive results; i = inactive; ? = inconclusive; nt = no result given; [ ] = remark or other dose.
SMILES,MEP2 TOR yeast,AGP1-GFP MLPCN,AHR act,CIT2 TOR yeast,RPL19A-GFP yeast,CR mimetic SO,Efflux pump inh,LAP4 TOR yeast
CCOc1ccc2ccccc2c1CNc1nnnn1C,102,105,8,101,102,89,-0.4,103
O=C(COC(=O)c1ccc(Sc2ccccc2)c([N+](=O)[O-])c1)NC1CCCc2ccccc21 (configuration not stated),99,97,0,100,97,113,0.0,92
COc1cccc(NC(=O)CCCn2c(=O)[nH]c3ccccc3c2=O)c1,99,99,11,103,97,89,-0.3,99
O=C(O)c1cc2sccc2s1,100,95,2,101,98,89,-0.1,100
OC1(Cc2ccccc2)CCNCC1,103,102,1,96,103,99,0.1,102
Cc1ccc(NC(=O)CN(C)C(=O)COC(=O)c2ccc(Cl)cc2O)cc1,102,104,0,99,104,111,-0.3,113
COc1ccccc1C(CNC(=O)CN(C)S(=O)(=O)c1ccc(C)cc1)N1CCCC1 (configuration not stated),99,94,4,96,97,117,0.3,95
COC(=O)CCSCC(=O)Nc1ccc(S(=O)(=O)N2CCOCC2)cc1OC,95,98,-1,92,96,98,0.1,95
Nc1ccc(Oc2ccc(F)cc2)nc1,98,103,-2,97,97,93,0.1,115
O=C1c2ccccc2C(=O)N1n1c(=O)[nH]c2ccccc2c1=O,102,100,0,100,97,98,0.1,100
CCCN(C(=O)Cc1nc(N)n[nH]1)C1(C(=O)Nc2c(C)cccc2C)CCCCC1,101,101,-2,103,102,95,0.1,98
COc1ccccc1NS(=O)(=O)/C=C/c1ccccc1,107,105,-1,97,101,96,-0.3,97
COc1ccc(NC(=O)NNC(=O)c2ccc3ccccc3c2)cc1OC,94,98,0,98,99,100,-0.1,96
O=C(NN=C1CCCC1)c1n[nH]c2c1CCC2,102,95,12,nt,90,104,-0.1,97
CC1=C(C(=O)OC(C)C)C(c2ccc3c(c2)OCO3)NC(=O)N1 (configuration not stated),?,?,1,?,?,107,0.0,?
Oc1ccc(/C=N/Nc2ncnc3c2ncn3Cc2ccccc2)cc1O,104,100,7,101,102,103,0.2,95
Cc1ccccc1Nc1nc(CSc2nnc(-c3ccoc3C)n2C)cs1,106,108,-4,97,101,105,-0.1,117
Cc1ccc(S(=O)(=O)N2CCN(C(=O)CCC(=O)Nc3ccc(F)cc3F)CC2)cc1,99,99,0,99,101,94,-0.2,101
COc1ccccc1NC(=S)N1CCN(C(=O)c2ccco2)CC1,105,106,-3,105,103,98,-0.1,94
CCc1noc(C)c1C(=O)N1CCCSC1=Nc1ccccc1,92,99,-1,90,96,129,0.1,99
COc1ccc(CCNS(=O)(=O)c2ccc(C(=O)NCc3ccco3)cc2)cc1OC,103,104,0,100,97,93,-0.2,97
CCCCNC(=O)C1CC(=O)N(c2ccc(OC)cc2)C1c1ccc(OC)cc1 (configuration not stated),96,100,0,96,100,101,0.0,97
CCOc1ccc(N(CC(=O)NCc2ccc(F)cc2)S(=O)(=O)c2c(C)noc2C)cc1,102,105,0,106,103,104,0.0,97
Cc1ccc(/C=N/NC(=O)c2nnn(-c3nonc3N)c2CSc2ccc(Cl)cc2)o1,103,101,10,104,100,122,0.3,100
O=C(Cn1[nH]c(=O)c2ccccc2c1=O)N1CC=C(c2ccccc2)CC1,441*[may fluoresce violet],?,2,?,51[may fluoresce violet],101,0.1,120[may fluoresce violet]
O=C(Nc1ccccn1)c1cc2cc([N+](=O)[O-])ccc2s1,100,96,-2,91,101,99,-0.1,94
C=CC(=O)Nc1cccc(Oc2cc(Cl)nc3[nH]ccc23)c1,98,105,-1,101,101,118,0.2,103
CCOc1ccc(C(=O)NC2CCN(C(=S)NCc3ccco3)CC2)cc1,79,69,0,132,93,109,0.0,116
O=C(CSc1cccc[n+]1[O-])NC1CCCCCCC1,111,114,2,113,103,99,-0.1,111
NC(=O)Cn1cnc2c(nnn2-c2cccc(Cl)c2)c1=O,103,98,nt,90,102,91,0.2,103
CC(C)[C@H](NS(=O)(=O)c1ccc2c(c1)OCCO2)C(=O)OCC(=O)Nc1ccccc1,102,109,5,101,103,95,-0.4,100
Cc1ccc(S(=O)(=O)n2nc(-n3c(C)ccc3C)c3c(F)cccc32)c2ccccc12,103,121,-3,111,96,96,0.0,118
O=S(=O)(Nc1ccc(C(F)(F)F)cc1)c1cnc[nH]1,111,113,3,116,119,90,-0.1,111
CCN1C(=O)[C@H]2[C@@H](c3ccc(-c4cccc(Cl)c4)c(OC)c3)N[C@@](Cc3ccccc3)(C(=O)OC)[C@H]2C1=O,99,90,6,98,100,101,0.1,134
COc1ccc(OCCSc2nnc(-c3ccc(OC)cc3)n2N)cc1,119,107,2,117,106,94,0.0,111
O=C(Nc1nccs1)c1ccc(Br)cc1,107,103,24,108,101,104,0.1,93
CCc1ccc2[nH]c(=O)c(CN(CCN(C)C)C(=O)Nc3ccccc3OC)cc2c1,101,101,5,99,100,97,0.1,103
COc1cccc(S(=O)(=O)Nc2cccc(C(=O)N3CCCCCC3)c2)c1,107,106,-1,114,109,95,-0.2,98
CSCCC(NC(=O)c1ccco1)C(=O)Nc1ccncc1 (configuration not stated),107,107,3,113,107,103,-2.4,109
CCC(C)NC(=O)c1cc2cc3ccc(OC)cc3nc2o1 (configuration not stated),107,82,-2,92,105,110,0.0,92
Cc1ccc(N(CC(=O)N2CCOCC2)S(C)(=O)=O)cc1C,103,100,0,111,104,78,-0.1,105
O=C(CSC1=NCCN1)NC(c1ccccc1)c1ccccc1,100,102,1,103,103,107,0.2,103
CCC(Oc1cccc(C)c1)C(=O)Nc1ccccc1C(=O)N1CCOCC1 (configuration not stated),99,93,1,nt,107,103,0.1,80
Cc1c(O)c2ccccc2oc1=O,98,105,-2,94,92,104,0.0,116
Cc1c(NC(=O)c2ccc(Br)o2)cccc1C(=O)O,106,104,10,100,103,96,-0.1,109
O=C(CN1CCSC1=O)N1CCN(S(=O)(=O)c2ccccc2)CC1,97,94,-1,89,93,98,-0.2,91
Cn1nnnc1SCCNC(=O)C1CCC(=O)N(CCc2ccccc2)C1 (configuration not stated),96,99,-2,99,103,104,0.0,92
Cc1cccc(OC(C)c2ccnc3nc(/N=C/N(C)C)nn23)c1 (configuration not stated),103,103,2,112,99,81,-0.3,101
O=C(CNC(=O)C12CC3CC(CC(C3)C1)C2)OCc1ccc(F)cc1Cl,98,90,-1,87,97,96,0.1,103
O=C(c1ccco1)N1CCN(Cc2nc(Cc3ccccc3)no2)CC1,120,97,-1,100,95,86,0.0,118
CCc1nnc(NC(=O)Cn2c(=O)oc3ccccc32)s1,108,106,1,101,105,100,0.1,104
COc1ccc(CNC(=O)C/C(C)=N/NC(=O)Cc2ccc(OC)c(OC)c2)cc1,105,99,11,95,100,106,0.0,101
CCOC(=O)CC(=O)NC1(Cc2ccc(O)cc2)CCCCC1,99,107,-1,103,104,94,0.2,97
O=C(Nc1ccc2ccccc2c1)c1cc(F)c(F)cc1Cl,100,90,-3,96,99,91,0.1,86
CCOc1ccc(Br)cc1CSC(=N)N,103,97,2,96,103,90,0.2,90
Cc1ccnc(N2CCN(C(=O)CSc3nc4ccccc4nc3N3CCC(C)CC3)CC2)c1,106,97,-2,99,106,96,0.2,114
O=C(CCSc1ccccc1)NC(=O)COC(=O)c1ccc(OC(F)F)cc1,107,106,2,105,116,105,-0.2,104
Cc1ccccc1OCCn1cc(/C=C(\C#N)C(=O)NCc2ccco2)c2ccccc21,106,102,4,96,110,98,0.0,108
O=C(Nc1ccc(CN2CCS(=O)(=O)CC2)cc1)c1ccc(C(F)(F)F)cc1,92,95,-4,90,91,100,0.0,99
Cn1c(SCc2nc(-c3cccs3)no2)nnc1C1CCCCC1,98,nt,2,98,96,101,0.1,99
# (listing goes on)
SMILES,MEP2 TOR yeast,AGP1-GFP MLPCN,AHR act,CIT2 TOR yeast,RPL19A-GFP yeast,CR mimetic SO,Efflux pump inh,LAP4 TOR yeast
COc1ccc(NC(=O)C2C3C=CC(O3)C2C(=O)NCc2cccnc2)cc1 (configuration not stated),98,105,5,106,99,98,-0.1,98
Cc1noc(NS(=O)(=O)c2ccc(NC(=O)CSc3nc4ccccc4[nH]3)cc2)c1C,101,107,0,nt,101,93,0.0,95
C[C@@H]1COC(=O)[C@H](CC(=O)OC(C)(C)C)C/C=C\C[C@@H](CC(=O)N(CCO)Cc2ccccc2)C(=O)N1,93,98,-1,88,94,93,-0.1,93
c1ccc(-n2c(-c3ccncc3)nnc2-c2cccs2)cc1,103,104,3,106,103,102,-0.1,95
CC1CCCCC1NC(=O)COC(=O)Cc1ccc(Br)cc1 (configuration not stated),97,100,1,97,99,96,0.1,92
Nc1cc(-c2ccccc2)nn1S(=O)(=O)c1ccc(F)cc1,109,104,4,103,99,94,0.1,103
Cc1cccc(NC(=S)NC(=O)c2ccco2)c1C,100,107,17,107,97,98,0.1,102
Cc1ccc2c(c1)N(CC(=O)NCCCN1CC(C)CC(C)C1)C(=O)c1cccnc1O2 (configuration not stated),106,102,1,100,103,118,0.1,105
C=CCN(CC=C)C(=O)COn1nnc2ccc(S(=O)(=O)N3CCOCC3)cc21,102,111,2,96,98,96,-0.1,111
Cc1csc(SCC(=O)O)n1,98,118,0,108,104,96,0.0,100
Cc1c(Cl)cccc1NC(=O)NCc1ccncc1,97,98,21,99,101,94,0.1,99
COc1ccc(CN2[C@@H](CC(=O)O)c3ccccc3S2(=O)=O)cc1,93,85,6,83,95,103,0.0,128
COc1cccc(-n2c(CNc3ccc(F)cc3)nnc2SCC(N)=O)c1,101,101,0,100,100,92,0.0,102
C[C@H](CO)N1C[C@H](C)[C@@H](CN(C)S(=O)(=O)c2cccs2)Oc2ccc(NS(=O)(=O)c3ccccc3)cc2C1=O,107,111,-1,105,104,93,0.5,109
C=CCn1c(SCC(=O)N2CCOCC2)nc2sc(CC)cc2c1=O,92,97,-1,94,89,85,-0.2,95
CC(=O)NNc1cc(N2CCOCC2)nc(N2CCOCC2)n1,100,96,9,95,97,98,0.0,96
CC(C)(C)c1ccccc1NC(=O)C1=COCCO1,103,106,2,100,101,71,-0.2,103
COc1ccc(-c2cc(C(=O)O)c(C)o2)cc1OC,113,103,-6,104,107,103,0.0,113
O=C(NCCc1ccccc1)c1cccs1,108,108,6,94,98,92,0.0,103
CCOC(=O)C/C(C)=N\Nc1nc(-c2ccccc2)cs1,98,96,26,90,97,110,-0.1,103
COc1ccc(-c2nc(C3CCCCC3)no2)cc1OC,113,101,-3,105,103,85,0.2,116
CC1Cc2ccccc2N1C(=O)C12CCC(C)(C(=O)C1)C2(C)C (configuration not stated),97,99,5,94,99,96,-0.2,98
CCc1ccccc1NC(=O)c1cnn(-c2ccccc2)c1C,108,97,-1,98,103,93,-0.1,106
Cc1ccc(NC(=O)CCc2c(C)nc3ncnn3c2C)cc1,103,108,1,98,105,88,0.1,107
COc1ccc(OCC(=O)N2CCN(c3cccc(Cl)c3)CC2)cc1,97,97,8,83,95,i,0.1,112
COc1cc(Cl)c(C)cc1NC(=O)c1cccc(OC)c1OC,100,98,58*,96,102,94,-0.2,119
COc1ccc(OC)c(NC(=O)C(C)N2c3cccc4cccc(c34)S2(=O)=O)c1 (configuration not stated),93,85,18,89,96,96,-0.1,84

# From PubChem
